# 12-LOX inh – inhibitors of human 12S-lipoxygenase ALOX12; AID 1671190; purified 12hLO, xylenol orange hydroperoxide absorbance; P18054; Potency, µM (doses to about 108 µM), for the others: at the highest dose activity change, negative = inhibition, usual class: inhibitors; 1.1% of 580,000 active; active means well fitted inhibition curve with a large enough effect; inconclusive means small, poorly fitted or top-dose-only effect, or another doubt; inactive means no such curve, though single readings can be large or run the other way
# Target sequence (P18054 whole entry, looked up): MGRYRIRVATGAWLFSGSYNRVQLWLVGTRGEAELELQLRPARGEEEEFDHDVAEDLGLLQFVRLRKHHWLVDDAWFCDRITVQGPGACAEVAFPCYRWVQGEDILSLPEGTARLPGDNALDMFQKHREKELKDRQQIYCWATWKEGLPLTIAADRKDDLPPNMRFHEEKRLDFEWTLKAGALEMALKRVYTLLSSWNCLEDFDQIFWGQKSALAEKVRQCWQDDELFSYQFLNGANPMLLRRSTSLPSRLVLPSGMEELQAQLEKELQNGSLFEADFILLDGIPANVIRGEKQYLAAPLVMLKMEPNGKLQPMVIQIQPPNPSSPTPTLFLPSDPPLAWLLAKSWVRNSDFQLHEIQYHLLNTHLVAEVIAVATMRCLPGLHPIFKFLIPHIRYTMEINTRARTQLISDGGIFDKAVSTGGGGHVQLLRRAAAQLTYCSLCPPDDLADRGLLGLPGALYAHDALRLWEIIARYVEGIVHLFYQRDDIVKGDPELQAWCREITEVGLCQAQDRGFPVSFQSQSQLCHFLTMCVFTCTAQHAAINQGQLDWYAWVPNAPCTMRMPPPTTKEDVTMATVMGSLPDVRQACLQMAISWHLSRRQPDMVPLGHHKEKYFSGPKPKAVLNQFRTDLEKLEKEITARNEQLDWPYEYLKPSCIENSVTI
#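 Hydroperoxide product was detected by ferrous iron/xylenol orange as the 573 to 405 nm absorbance ratio. Arachidonic acid at 40 uM (final) was turned over for 30 min at room temperature by 150 nM human 12hLO, pH 7.0 Hepes buffer, after 15 min compound preincubation.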
# * = called active by the depositor; ? = inconclusive; [ ] = remark or other dose. On the % scale 0 is the no-effect control and ±100 the full control effect; potency means the concentration at half of the fitted maximal effect.
# Start of the data: the first 4 records, ahead of the listing:
12-LOX inh | SMILES
26% | Cc1nc(N2CCC(NC(=O)c3ccccn3)CC2)cc(C(F)(F)F)n1
26%[176 µM] | CN1c2cccnc2CN(C(=O)Nc2cccc(C(F)(F)F)c2)CC[C@H]1CO
13% | COCCN1CCCCCC(O)c2cc(C(=O)NCCc3ccccc3)ccc21 (stereo not given)
30% | CC(=O)N(C1CC1)C1CCOC2(CCN(C(=O)CCc3nc4ccccc4[nH]3)CC2)C1 (stereo not given)

# Main list, from the first entry:
12-LOX inh | SMILES
26% | Cc1nc(N2CCC(NC(=O)c3ccccn3)CC2)cc(C(F)(F)F)n1
26%[176 µM] | CN1c2cccnc2CN(C(=O)Nc2cccc(C(F)(F)F)c2)CC[C@H]1CO
13% | COCCN1CCCCCC(O)c2cc(C(=O)NCCc3ccccc3)ccc21 (stereo not given)
30% | CC(=O)N(C1CC1)C1CCOC2(CCN(C(=O)CCc3nc4ccccc4[nH]3)CC2)C1 (stereo not given)
? | O=C1NCc2ccccc2CC12CCCN(Cc1c(Cl)cncc1Cl)C2 (stereo not given)
-19% | CNC(=O)c1cccc(-c2ccc3ncc(-c4cccc(C(=O)NCCN(C)C)c4)n3n2)c1
27% | C[C@]1(CO)[C@H]2Cc3sc(NC(=O)c4cccs4)nc3[C@@H](CC(=O)NCc3cccnc3)[C@]2(C)CC[C@H]1O
-20% | Cc1ccc(COc2ccc(C=O)cc2)cc1
17% | O=C(NCc1ccccn1)c1cnn(-c2nccc(-c3cccs3)n2)c1C1CC1
47%[activator] | CN1CCCN(C[C@@H]2CN(C(=O)CC3CCC3)C[C@@H]2CO)CC1
32µM* | CCCN1C(=O)[C@@H]2[C@@H](CCN2C(=O)CSCC(=O)O)N(Cc2cccs2)C1=O
23% | CCC(C)NC(=O)Cn1nc2n(c1=O)CCCCC2 (stereo not given)
-22%[176 µM] | CN1C[C@@H](NC(=O)Nc2ccc(F)cc2F)C[C@H]1c1nc(-c2ccc(Cl)cc2)no1
? | O=C(C1CN(C(=O)c2ccc(F)cc2F)c2ccccc2O1)N1CCOCC1 (stereo not given)
5% | O=c1cc(CCn2cccn2)nc(-c2ccc(CN3CCC[C@@H](O)C3)cc2)[nH]1
? | CCCNc1c(NC(=O)Nc2ccc(CC)cc2)c(=O)oc2ccccc12
25% | CN(C)C(CNC(=S)NC1CC2CCC1C2)c1cccs1 (stereo not given)
34%[activator][176 µM] | CN(C)CC(=O)N1CCC2(C1)CN(C)c1ccc(C(=O)NCc3ccccc3)cc12 (stereo not given)
-7% | COc1ccc(C(=O)N2CCCC(c3cc(C(=O)NCc4cccnc4)no3)C2)cc1 (stereo not given)
29% | COc1ccc(NC(=O)COc2ccc(NC(=O)C3CC3)cn2)cc1
-25% | Cc1ccc(Sc2ccc(NC(=O)c3cccc4ccccc34)cc2)c(C)c1
19% | COc1cccc(CCC(=O)N2CCC(n3cc(-c4nc(-c5ccccc5)no4)nn3)C2)c1 (stereo not given)
0% | O=C(NCc1ccccc1)C1C(c2ccccc2)=Nc2ccccc2N1C(=O)c1cnccn1 (stereo not given)
-12% | O=C(CN1CCN(C(=O)c2cc(-c3ccc(F)cc3)n[nH]2)CC1)N1CCCC1
-29% | Cc1cccc(S(=O)(=O)N2CCc3c(C(=O)NCCN4CCCCC4)cccc32)c1
14% | COCC(=O)N[C@@H]1CN(C(=O)Cc2cccc(OC)c2)CC[C@@H]1c1nc(C)no1
? | CCCCN(Cc1ccccc1)c1ccc(NS(=O)(=O)c2cc(C)ccc2C)cc1C(=O)O
-5% | CCNC(=O)C[C@@H]1CC[C@H]2[C@@H](COC[C@H](O)CN2C(=O)C2CC2)O1
-7%[176 µM] | CSCC(=O)N[C@H]1CCN2C(=O)N(c3cccc(C(C)=O)c3)C(=O)[C@@H]2C1
? | CC(=O)N1Cc2ccccc2CC2(CCCN(CCc3ccccc3)C2)C1 (stereo not given)
34%[activator] | CN(C)C(CNC(=O)CCc1ncc(-c2ccccc2)o1)c1ccco1 (stereo not given)
-24% | Cc1nc2c(OCC(=O)c3ccccc3)cccn2c(=O)c1-c1cc(C)n(-c2ccccc2)n1
-29% | Cc1nc2c(c(-c3ccc(O)cc3)n1)CN(Cc1ccccc1OC(F)(F)F)CC2
0%[6.33 µM] | O=C(Nc1cccnc1)N1CC2ON=C(C(=O)N3CCN(c4ncccn4)CC3)C2C1 (stereo not given)
17% | COCCOc1ccc2c(n1)CCN(C(=O)Cc1ccccc1C)C2
-9% | Oc1ccc2ccccc2c1C=NCCc1ccccc1
-6% | Cc1c(F)cc(C(N)=O)cc1NS(=O)(=O)c1cc(F)ccc1F
2% | CN(C)c1ccc(CNC(=O)C2(C)Cc3c(-c4ccc5c(c4)OCO5)ccnc3O2)cc1 (stereo not given)
19% | CCC1Oc2ccc(NC(=O)C3CCCC3)cc2CN(Cc2ccccc2Cl)C1=O (stereo not given)
? | CCn1c2ccccc2c2cc(CNC34CC5CC(CC(C5)C3)C4)ccc21
? | CCOC(=O)COc1cc(OCc2ccccc2)c2c(=O)cc(-c3ccccc3)oc2c1
-7% | CCc1nc2c(c(-c3ccc(Cl)cc3)n1)CN([S+](=O)([O-])c1cccs1)CC2
24% | CN(C)c1cccc(C(=O)N2CCC(n3cc(-c4nc(-c5ccccc5)no4)nn3)CC2)c1
3% | Cc1nc(CC2CCN(C(=O)c3cc4c(s3)CCC(C)C4)CC2)no1 (stereo not given)
0% | O=C(NC1CCCC1)c1cn(C2CCCN(Cc3ccc4c(c3)OCCO4)C2)nn1 (stereo not given)
2% | Cc1ccc(C)c(S(=O)(=O)Nc2nc3ccccc3nc2Nc2ccc3c(c2)OCCO3)c1
-3% | Cc1ccc(C(=O)COC(=O)c2cc3ccccc3oc2=O)cc1
7% | CCOC(=O)C1=CCC(c2ccccc2C)N(S(=O)(=O)c2ccc(C)cc2)C1 (stereo not given)
-20% | O=Cc1cc(Cl)c(OCc2ccc(C(=O)O)cc2)c(Cl)c1
29%[176 µM] | CC(C)(C)CC(=O)N1Cc2[nH]cnc2C[C@H]1C(=O)NCc1ccccc1

# Next section
12-LOX inh | SMILES
12% | COc1cc(NC(=O)Cn2c(-c3cnccn3)nc(C)c(CCO)c2=O)cc(OC)c1
-16% | Cc1nonc1NC(=O)COc1ccc(C(C)(C)C)cc1
45%[activator] | Cc1cccc(C(=O)NC(Nc2cccc(Cl)c2)C(Cl)(Cl)Cl)c1 (stereo not given)
5% | CC(C)c1nc(OCC(=O)N2CCCC2)c(C#N)c2c1CCCC2
28% | COc1cccc(CNC(=O)[C@@H]2C[C@@H](O)CN2C2CCN(C(=O)c3ccc4ccccc4n3)CC2)c1
? | Cc1ccc(N(Cc2cc3ccccc3[nH]c2=O)C(=O)C(C)(C)C)cc1C
? | O=C(CCc1ncc(-c2ccccc2F)o1)Nc1ccc(N2CCOCC2)cc1N1CCOCC1
-2%[176 µM] | CCC(=O)NC[C@H]1Cn2c(-c3ccc4c(c3)OCO4)cnc2CO1
41%[activator][176 µM] | Cc1ccc(C(=O)N2CCn3c(nnc3C3CCCNC3)C2)cc1 (stereo not given)
-3% | c1ccc2c(c1)OCCOCCOCCOCCOc1ccccc1OCCO2
-23% | CC(=O)NC1=NN(C(C)=O)C(c2cc(Br)ccc2OCc2ccc(C)cc2)S1 (stereo not given)
? | NNC(=O)CNC(=O)Nc1n[nH]c(=S)s1
36% | CC(N)c1ccc(OC(F)F)cc1 (stereo not given)
13% | Cc1ccc(-c2cc3c(=O)n(CCNC(=O)C4CCCCC4)ccn3n2)cc1C
? | CC1CCc2noc(NC(=O)COc3ccc(C(C)C)cc3)c2C1 (stereo not given)
7% | Cc1noc(-c2cccs2)c1C(=O)NCc1ccco1
17% | O=C(NC1CCOC2(CCOCC2)C1)c1ccc(Cl)s1 (stereo not given)
0% | Cn1c(=O)c2c(nc(N3CCN(C(=O)c4ccccc4)CC3)n2Cc2ccccc2)n(C)c1=O
26% | C[S+](=O)([O-])c1ccc(-c2nc(C(=O)NCc3cccs3)n3ccccc23)cc1
? | CCOc1ccc(C(C)=O)cc1COC(=O)C(C)NC(=O)c1ccccc1 (stereo not given)
8% | Cc1ccccc1CC(=O)N1CCC2(CC1)N=C(c1cccc(Br)c1)NO2
? | CC(C)c1nc2c(c(-c3ccc(O)cc3)n1)CCN(Cc1ccc(C(F)(F)F)cc1)CC2
14% | O=C(N/N=C1/CCc2ccccc21)c1ccc(F)cc1
-76% | CCNC(=O)Cn1cnc2c(c(C)c(C)n2-c2ccc(Cl)cc2)c1=O
-11% | Cc1cccc(N2CCN(Cc3ncc(-c4ccccc4)o3)CC2)c1C
-13% | COc1ccc(-c2nn3c(c2C)NC(=O)CC3C(=O)Nc2ccc(C)cc2)cc1 (stereo not given)
? | Fc1ccc(-c2nc3ccc(Cl)cn3c2Cc2ccsc2)cc1
-26% | CCOc1ccccc1NC(=O)CCc1nc(-c2ccc(C)n(C(C)C)c2=O)no1
6% | COc1cc(C(=O)Oc2ccc3c(=O)c(Oc4cccc(C)c4)coc3c2)cc(OC)c1OC
36% | COc1ccc(C(=O)N[C@@H]2c3ccccc3C3(CCNCC3)[C@H]2OC)cc1C
5% | CCn1cc([S+](=O)([O-])N2CCN(C(=O)N3CC4CC(C3)[C@H]3CCCC(=O)N3C4)CC2)cn1 (stereo not given in full)
19%[176 µM] | Cc1nn(-c2ccccn2)c(C)c1[C@@H]1C=C[C@@H](NC(=O)NCc2ccccc2)C1
83%[activator] | O=C1CCC(C(=O)N2C[C@@H](COCC3CC3)[C@H](c3ccccn3)C2)=NN1
8%[176 µM] | COCCNC(=O)Cc1c[nH]c2ncc(-c3ccccc3)cc12
36%[activator][176 µM] | COc1cccc(CN2CCOC[C@H](Oc3cccnc3)C2)c1
? | CCCOc1ccc(C(N)C(=O)OCC)cc1 (stereo not given)
-25% | C=C(Br)CNCc1ccccc1
3% | CC(=O)Nc1cccc(-n2nnnc2SCc2nc3ccccc3[nH]2)c1
37%[activator] | Cc1ccccc1CN1C(=O)C(O)(CC(=O)c2cccnc2)c2ccccc21 (stereo not given)
4% | O=C(Nc1cc(F)c(F)c(F)c1)N1CCC(OC2CCN(Cc3ccccc3)CC2)CC1
5% | Cc1nc(-c2c3n(c(=O)n(CC(=O)NCc4ccc5c(c4)OCO5)c2=O)CCCC3)no1
5% | Cc1cc(C(=O)N2CCCCCC2)sc1C
1%[6.33 µM] | COc1ccc(N2CC3CCC(C2)N3Cc2ccc(C#N)cc2)cc1
42%[activator] | O=C(c1nnn2c1COC(c1ccc(Cl)cc1)C2)N1CCN(C(=O)c2c(F)cccc2F)CC1 (stereo not given)
? | CCCNC(=O)N[C@@H]1CCC[C@@H](C(=O)NCc2cc(C)on2)CC(=O)N(C)C1
-12%[6.33 µM] | O=C1NC(=NC2CCCC2)C2(CCN(Cc3ccsc3)C2)N1c1cccnc1 (stereo not given)
? | COc1ccc2ccc(OC(=O)CCNC(=O)C(C)(C)C)cc2c1
6% | Cc1nn(CC(=O)NC2CCCCCC2)c(=O)c2nc(C(C)C)sc12
-13% | CCCCOCC1CN(CCCC)S(=O)(=O)c2c(Oc3ccc(OC)cc3)cccc2O1 (stereo not given)
0% | N#Cc1ccc(-c2nc3c4ccccc4ccn3c2CC2CCCCC2)cc1

# 5 entries already listed, arranged by the number in 12-LOX inh, highest first.
12-LOX inh | SMILES
36% | CC(N)c1ccc(OC(F)F)cc1 (stereo not given)
17% | O=C(NCc1ccccn1)c1cnn(-c2nccc(-c3cccs3)n2)c1C1CC1
13% | COCCN1CCCCCC(O)c2cc(C(=O)NCCc3ccccc3)ccc21 (stereo not given)
3% | CC(=O)Nc1cccc(-n2nnnc2SCc2nc3ccccc3[nH]2)c1
-5% | CCNC(=O)C[C@@H]1CC[C@H]2[C@@H](COC[C@H](O)CN2C(=O)C2CC2)O1

# Taken from the listing (two entries):
12-LOX inh | SMILES
1%[6.33 µM] | COc1ccc(N2CC3CCC(C2)N3Cc2ccc(C#N)cc2)cc1
42%[activator] | O=C(c1nnn2c1COC(c1ccc(Cl)cc1)C2)N1CCN(C(=O)c2c(F)cccc2F)CC1 (stereo not given)

# Additional structures:
12-LOX inh | SMILES
? | Cn1c(C(=O)NCCCc2nnc(N)s2)cc(=O)n(C)c1=O
-3% | COc1ccccc1-c1cc2c(Nc3ccc(NC(C)=O)cc3)nccc2[nH]1
-13% | COc1cc(C2CC(=O)Nc3c2cnn3-c2nc3ccccc3s2)cc(OC)c1O (stereo not given)
29% | Cc1cc(C[C@@H]2COC[C@@H]2NC(=O)CCCn2cncn2)on1
60%[activator] | CCC1=C(C(=O)OC)C(c2ccccc2)N2C(CC(=O)N3CCOCC3)=CSC2=N1 (stereo not given)
39%[activator] | O=C(C1CC1)N1CCC(Cc2nc(C3CCOCC3)no2)CC1
8% | NC(=O)C1(N2CCCCC2)CCN(C(=O)c2cc3n(n2)CC(c2ccc(Cl)cc2)OC3)CC1 (stereo not given)
? | Cc1cc(C)c(C)c(S(=O)(=O)N2CCN(C(=O)Cc3c(C)nn(C)c3C)CC2)c1C
? | Cc1ccc(/C(O)=C2\C(=O)C(=O)N(CCCO)C2c2ccc(Cl)cc2)cc1 (stereo not given)
? | CCc1ccc(C(=O)Nc2cc(CN3CCN(C)CC3)cc(C(F)(F)F)c2)cc1C#Cc1cnc2ccnn2c1
? | CCc1ccc(NC(=O)C(C#N)=C2CCC(C(C)(C)C)CC2)cc1 (stereo not given)
? | OC(CC#CCN1CCC(c2ccccc2)C1)(c1ccccc1)c1ccccc1 (stereo not given)
-25% | CS(=O)(=O)c1ccc(C(=O)Nc2c(Cl)cc(NC(=O)c3ccco3)cc2Cl)cc1
? | CCc1nnc(NC(=O)c2cccc3ncccc23)s1

# Pulled by structure from above, 3 records:
12-LOX inh | SMILES
26% | C[S+](=O)([O-])c1ccc(-c2nc(C(=O)NCc3cccs3)n3ccccc23)cc1
-2%[176 µM] | CCC(=O)NC[C@H]1Cn2c(-c3ccc4c(c3)OCO4)cnc2CO1
5% | Cc1cc(C(=O)N2CCCCCC2)sc1C

# The list is partial (hit frequency here may not be typical).
